Calpain2 inh: calpain II (pig) inhibition. purified calpain II, fluorogenic peptide substrate, 30 min. inhibition, % at 16 µM. hit rate 0.37% among 220,000. AID 1236;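 active means inhibition above about 50%, limit read from the data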
Hck Nef HTS: inhibitors of human Hck kinase activated by Nef; P08631; Recombinant Hck-YEEI plus Nef, Z-Lyte FRET kinase assay; inhibition, % at 20 µM; hit rate 0.68% among 220,000; AID 463187;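 active means Hck-Nef kinase inhibition above about 50%, limit read from the data; inactive means inhibition below that limit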;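 further: 0% = DMSO with Hck plus Nef and 100% = Hck alone without Nef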
Target sequence (P08631 whole entry, looked up): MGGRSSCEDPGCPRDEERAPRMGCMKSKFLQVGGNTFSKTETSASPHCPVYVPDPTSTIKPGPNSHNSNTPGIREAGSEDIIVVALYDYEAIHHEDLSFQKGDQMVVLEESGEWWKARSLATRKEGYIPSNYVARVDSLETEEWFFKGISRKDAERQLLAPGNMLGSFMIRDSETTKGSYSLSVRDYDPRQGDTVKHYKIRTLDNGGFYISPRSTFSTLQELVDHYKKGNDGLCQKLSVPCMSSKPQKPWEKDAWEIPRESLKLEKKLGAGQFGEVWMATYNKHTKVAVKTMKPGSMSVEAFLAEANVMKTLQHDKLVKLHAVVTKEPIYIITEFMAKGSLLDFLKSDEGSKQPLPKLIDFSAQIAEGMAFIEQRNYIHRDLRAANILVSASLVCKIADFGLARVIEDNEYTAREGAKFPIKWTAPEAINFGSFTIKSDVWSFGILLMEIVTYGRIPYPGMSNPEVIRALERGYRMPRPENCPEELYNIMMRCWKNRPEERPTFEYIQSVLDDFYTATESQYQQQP
Rad51 HR inh: blocks human Rad51 in homologous recombination | hRad51 DNA strand exchange, fluorescence dequenching | inhibition, % at 10 µM | hit rate 0.085% among 200,000 | AID 1385;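 active means inhibition above 40% at the single screening dose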;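 further: 0% = DMSO control wells and 100% = blanks with heterologous ssDNA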
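Assay system: Human Rad51 nucleoprotein filaments preassembled on unlabelled ssDNA | Reagent: Donor/quencher-labelled 47-bp dsDNA substrate | Doses: One concentration, 10 µM final | Times: 37 °C 15-min filament assembly, 30-min compound preincubation, 15-min exchange | Technique: Fluorescein emission 520 nm, excitation 485 nm | Benchmarks: Plate control and blank wells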
eIF4E-4G inh: inhibitors of eIF4E and eIF4G interaction in translation initiation; P63073+Q04637; TR-FRET eIF4E-eIF4GI(517-606) binding, 2 h; inhibition, % at 21.7 µM; hit rate 0.37% among 220,000; AID 782;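 active means inhibition above about 30%, limit read from the data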;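 further: 0% = full FRET control wells and 100% = background wells lacking eIF4GI fragment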
PGE2 EP2 inh: EP2 receptor (human) inhibition; P43116; C6 glioma cells expressing human EP2, cAMP TR-FRET; cells stimulated with saturating PGE2; hit rate 0.52% among 260,000; inhibition, % at 25 µM;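 active means percent inhibition above 40 after rounding to a whole number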;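 further: rat C6 glioma host cells with rolipram phosphodiesterase inhibitor present; the protocol text gives 20 µM as final concentration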
Target sequence (P43116 whole entry, looked up): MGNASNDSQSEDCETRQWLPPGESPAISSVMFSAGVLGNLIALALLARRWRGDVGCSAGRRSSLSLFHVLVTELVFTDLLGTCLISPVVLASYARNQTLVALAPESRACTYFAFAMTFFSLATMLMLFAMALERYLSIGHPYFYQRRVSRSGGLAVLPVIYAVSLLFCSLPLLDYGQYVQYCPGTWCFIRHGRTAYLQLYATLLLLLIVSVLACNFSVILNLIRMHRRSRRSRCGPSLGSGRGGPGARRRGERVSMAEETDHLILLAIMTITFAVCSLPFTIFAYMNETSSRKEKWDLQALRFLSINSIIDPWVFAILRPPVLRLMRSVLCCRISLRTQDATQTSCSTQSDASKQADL
Tb hexokinase: blocks Trypanosoma brucei hexokinase 1 activity; recombinant TbHK1, G6PDH-coupled NADH A340; inhibition, % at 10 µM; hit rate 0.11% among 220,000; AID 1430;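 active means inhibition of 50% or more in the single-dose primary screen; inactive means inhibition below 50%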
L929 necroptosis: blocks zVAD induced death of L929 cells; L929 zVAD necroptosis rescue, ATP luminescence, 24 h; with zVAD 60 µM; hit rate 0.38% among 220,000; viability rescue, % at 10 µM;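 active means activation, scaled between plate controls, above about 75%, limit read from the data; inactive means activation under that limit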;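 further: 0% = zVAD with DMSO and 100% = DMSO alone without zVAD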
14-3-3 Bad PPI: disrupts binding of bovine 14-3-3 zeta to phospho-Bad peptide; P63103; TR-FRET 14-3-3zeta/Dy647-pBad peptide displacement, 1 h; inhibition, % at 21.7 µM; hit rate 0.71% among 220,000;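 active means inhibition above about 70%, limit read from the data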;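 further: 0% = full 14-3-3 plus peptide FRET controls and 100% = background without 14-3-3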
EP2 modulator: modulates human prostaglandin E2 receptor EP2 signaling; P43116; EP2-expressing cells, cAMP HTRF FRET, PGE2 co-stimulation; induction, % at 25 µM; hit rate 0.83% among 260,000; AID 940;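 active means compounds whose cAMP rise, as percent of the full-agonist control response, exceeds 60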;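 further: rat C6 glioma line stably carrying human EP2 under a CMV promoter; the protocol text gives 20 µM as final concentration; 100% = response of wells given 1 µM PGE2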
Starred values were filed as active, the others as inactive; & = joins results of further samples; [ ] = remark or other dose. The list is partial; rates above refer to the full screens.

For CCOC(=O)C1(CCOc2ccccc2)CCN(Cc2ccc(C)o2)CC1 the results were Calpain2 inh 17, Hck Nef HTS 7, Rad51 HR inh -31, eIF4E-4G inh 5, PGE2 EP2 inh 8, Tb hexokinase 3, L929 necroptosis -0.2, 14-3-3 Bad PPI -6 and EP2 modulator -29.
`Cc1ccc(N2C(=O)CS/C2=C(\C(Cl)=C(Cl)Cl)[N+](=O)[O-])cc1` gave Calpain2 inh 12, Hck Nef HTS 1, Rad51 HR inh -4, eIF4E-4G inh -2[fluorescence artefact?], PGE2 EP2 inh 2, Tb hexokinase -5, L929 necroptosis 0.5, 14-3-3 Bad PPI 5 and EP2 modulator 23.
`Cc1csc(NC(=O)C2CC(=O)N(Cc3ccco3)C2)n1` (stereo not given) gave Calpain2 inh 8, Hck Nef HTS -3, Rad51 HR inh -8, eIF4E-4G inh 1, PGE2 EP2 inh 2, Tb hexokinase 9, L929 necroptosis 2.4, 14-3-3 Bad PPI -2 and EP2 modulator 2.
CC(C)c1ccccc1NC(=O)Cn1c(/C=C/c2ccccc2)nc2ccccc21 was read as Calpain2 inh -117, Hck Nef HTS 26, Rad51 HR inh 13, eIF4E-4G inh -5, PGE2 EP2 inh 6, Tb hexokinase -13, L929 necroptosis -0.1, 14-3-3 Bad PPI 0 and EP2 modulator 0.
For Oc1c(C(c2ccc(Cl)cc2)N2CCCC2)cc(Cl)c2cccnc12 (stereo not given) the results were Calpain2 inh -62, Hck Nef HTS 3, Rad51 HR inh -7, eIF4E-4G inh 3, PGE2 EP2 inh 3, Tb hexokinase 1, L929 necroptosis -0.9, 14-3-3 Bad PPI 5 and EP2 modulator -2.
Screening O=C1CN(C(=O)c2cc3ccccc3oc2=O)C(c2ccc(F)cc2)c2cc(Br)ccc2N1 (stereo not given) returned Calpain2 inh -64, Hck Nef HTS -9, eIF4E-4G inh 0[fluorescence artefact?], Tb hexokinase -8, L929 necroptosis -0.4, 14-3-3 Bad PPI 6 and EP2 modulator 3.
`CCOC(=O)c1cnn(-c2ccccc2)c1-n1cccc1C(=O)C(=O)N(CC)CC` gave Calpain2 inh 0, Hck Nef HTS 10, Rad51 HR inh 32, eIF4E-4G inh 0, PGE2 EP2 inh 8, Tb hexokinase -4, L929 necroptosis 0.5, 14-3-3 Bad PPI -12 and EP2 modulator -12.
For CCOC(=O)C1C(=O)Nc2nc3ccccc3n2C1C(C)C (stereo not given) the results were Calpain2 inh -10, Hck Nef HTS 0, Rad51 HR inh -9, eIF4E-4G inh -2, PGE2 EP2 inh 6, Tb hexokinase 15, L929 necroptosis 1.5, 14-3-3 Bad PPI 5 and EP2 modulator -13.
`CC(=O)OC(C(=O)NC1CCCCC1)c1ccccc1F` (stereo not given) gave Calpain2 inh -30, Hck Nef HTS 19, Rad51 HR inh 10, eIF4E-4G inh -3, PGE2 EP2 inh 2, Tb hexokinase -3, L929 necroptosis 9.3, 14-3-3 Bad PPI -6 and EP2 modulator 42.
`CC(C)(C)c1ccc(-c2cnco2)cc1` gave Calpain2 inh 6, Hck Nef HTS 2, eIF4E-4G inh 5, PGE2 EP2 inh 5, Tb hexokinase -9, L929 necroptosis 0.2, 14-3-3 Bad PPI -2 and EP2 modulator -4.
Screening O=C(/C=C/c1ccc2ccccc2n1)N1CCN(c2ccccc2)CC1 returned Calpain2 inh -46, Hck Nef HTS 1, Rad51 HR inh 4, eIF4E-4G inh 3, PGE2 EP2 inh 17, Tb hexokinase -11, L929 necroptosis 2.7, 14-3-3 Bad PPI 0 and EP2 modulator -39.
`CCCCC(=O)Nc1ccc(Br)cn1` gave Calpain2 inh 0, Hck Nef HTS 1, Rad51 HR inh -1, eIF4E-4G inh 0, PGE2 EP2 inh 8, Tb hexokinase -2, L929 necroptosis 0.7, 14-3-3 Bad PPI 10 and EP2 modulator -14.
Cc1ccc2[nH]c(=O)c(CN(CCCN(C)C)C(=O)Nc3ccc(Cl)cc3)cc2c1 was read as Calpain2 inh -28, Hck Nef HTS 4, Rad51 HR inh -6, eIF4E-4G inh 2, PGE2 EP2 inh 10, Tb hexokinase -10, L929 necroptosis 0.0, 14-3-3 Bad PPI 7 and EP2 modulator -35.
Screening O=C(CSc1nnc2scc(-c3ccccc3)n12)Nc1ccc2c(c1)OCCO2 returned Calpain2 inh 11, Hck Nef HTS 1, Rad51 HR inh 6, eIF4E-4G inh 4, PGE2 EP2 inh 0, Tb hexokinase 0, L929 necroptosis -0.9, 14-3-3 Bad PPI -1 and EP2 modulator 10.
Screening Cc1nnc2n(Cc3ccccc3)c(=O)c3c4c(sc3n12)COC(C)(C)C4 returned Calpain2 inh 14, Hck Nef HTS 0, Rad51 HR inh 12, eIF4E-4G inh -4, PGE2 EP2 inh 11, Tb hexokinase -6, L929 necroptosis -0.1, 14-3-3 Bad PPI -13 and EP2 modulator -10.
`COc1cccc(CN2C(=O)c3cccc(N)c3C2=O)c1` gave Calpain2 inh -439, Hck Nef HTS 5, Rad51 HR inh -1, eIF4E-4G inh 13, PGE2 EP2 inh 6, Tb hexokinase 0, L929 necroptosis 0.2, 14-3-3 Bad PPI -15 and EP2 modulator 16.
Screening Clc1ccccc1OCCn1cnc2ccccc21 returned Calpain2 inh 4, Hck Nef HTS 2, Rad51 HR inh -1, eIF4E-4G inh 6, PGE2 EP2 inh 2, Tb hexokinase 0, L929 necroptosis 0.5, 14-3-3 Bad PPI 4 and EP2 modulator 3.
CCOC(=O)CSc1nc2cc3c(cc2cc1C#N)OCO3 was read as Calpain2 inh -24, Hck Nef HTS -2, Rad51 HR inh 8, eIF4E-4G inh -5, PGE2 EP2 inh 15&16, Tb hexokinase 6, L929 necroptosis 0.4, 14-3-3 Bad PPI -6 and EP2 modulator -26&12.
Screening CCOC(=O)c1ccc(NC(=O)CSc2nnc(COc3ccccc3)n2C)cc1 returned Calpain2 inh -14, Hck Nef HTS 14, Rad51 HR inh 9, eIF4E-4G inh -14[fluorescence artefact?], PGE2 EP2 inh 9, Tb hexokinase 0, L929 necroptosis 0.0, 14-3-3 Bad PPI -2[fluorescence artefact?] and EP2 modulator -4.
CCOCCCNC(=S)NCCNc1nc2ccc(C)cc2cc1C#N was read as Calpain2 inh -72, Hck Nef HTS 9, Rad51 HR inh -7, eIF4E-4G inh 2, PGE2 EP2 inh 16, Tb hexokinase -4, L929 necroptosis 0.9, 14-3-3 Bad PPI 2 and EP2 modulator -7.
For COc1cc2c(cc1OC)N1C(=O)CC(OCC(=O)O)C3C4CC5(CCN5C(=O)C4=O)C2C31 (stereo not given) the results were Calpain2 inh -5, Hck Nef HTS 11, eIF4E-4G inh 2, PGE2 EP2 inh 3, Tb hexokinase -2, L929 necroptosis 0.2, 14-3-3 Bad PPI -5 and EP2 modulator -9.
Screening COc1ccc(C2C3=C(CCCC3=O)Nc3c(-c4ccccc4)c(C)nn32)cc1 (stereo not given) returned Calpain2 inh inactive, Hck Nef HTS 5, Rad51 HR inh -1, eIF4E-4G inh 3, PGE2 EP2 inh 9, Tb hexokinase -33, L929 necroptosis -0.2, 14-3-3 Bad PPI -25 and EP2 modulator 1.
COC(=O)[C@@H](NC(=O)O[C@@H]1C(=O)c2ccc(OC)cc2O[C@H]1c1cccc(C(F)(F)F)c1)C(C)C was read as Calpain2 inh 6, Hck Nef HTS -4, eIF4E-4G inh 2[fluorescence artefact?], Tb hexokinase -4, L929 necroptosis 0.3, 14-3-3 Bad PPI 1 and EP2 modulator 62*.
For Nc1nc(-c2ccccc2)cc(C(F)(F)F)n1 the results were Calpain2 inh -30, Hck Nef HTS 13, Rad51 HR inh 2, eIF4E-4G inh -3, PGE2 EP2 inh 6, Tb hexokinase -7, L929 necroptosis -0.9, 14-3-3 Bad PPI -4 and EP2 modulator -8.
For CC(=O)C1=C(O)C(=O)N(CCO)C1c1ccccc1 (stereo not given) the results were Calpain2 inh -15, Hck Nef HTS 15, Rad51 HR inh 5, eIF4E-4G inh -2, PGE2 EP2 inh 8, Tb hexokinase -21, L929 necroptosis 3.0, 14-3-3 Bad PPI 4 and EP2 modulator 29.
Screening CCc1nnc(NS(=O)(=O)c2ccc(NC(=O)c3cc4ccccc4oc3=O)cc2)s1 returned Calpain2 inh -8, Hck Nef HTS 10, Rad51 HR inh -6, eIF4E-4G inh -5, PGE2 EP2 inh 13, Tb hexokinase -20, L929 necroptosis 0.4, 14-3-3 Bad PPI -1 and EP2 modulator -10.
Screening COC(=O)c1ccc(C(=O)OC)c(NC(=O)C(C)C)c1 returned Calpain2 inh -16, Hck Nef HTS 27, Rad51 HR inh -64, eIF4E-4G inh 9, PGE2 EP2 inh 3, Tb hexokinase -5, L929 necroptosis 2.4, 14-3-3 Bad PPI 7 and EP2 modulator 15.
For CCCCc1ccc(-c2csc(/C(C#N)=C/c3ccc(C)o3)n2)cc1 the results were Calpain2 inh -18, Hck Nef HTS -1, Rad51 HR inh -4, eIF4E-4G inh 9, PGE2 EP2 inh 7, Tb hexokinase 2, L929 necroptosis -0.2, 14-3-3 Bad PPI -7 and EP2 modulator 5.
`Cc1ccc(C(=O)N(Cc2ccccc2)C(C)(C)C)cc1C` gave Calpain2 inh 50*, Hck Nef HTS -22, Rad51 HR inh 22, eIF4E-4G inh -3, PGE2 EP2 inh 8, Tb hexokinase 2, L929 necroptosis -0.8, 14-3-3 Bad PPI -6 and EP2 modulator 45.
Screening O=S(=O)(c1ccccc1)N1CCn2c(nc3ccccc32)C1 returned Calpain2 inh 1, Hck Nef HTS 0, Rad51 HR inh 3, eIF4E-4G inh 1, PGE2 EP2 inh 7, Tb hexokinase -12, L929 necroptosis 0.2, 14-3-3 Bad PPI 2 and EP2 modulator 10.
For COc1cccc(C(=O)CSc2nnc(-c3cc(OC)c(OC)c(OC)c3)o2)c1 the results were Calpain2 inh -81, Hck Nef HTS 0, Rad51 HR inh 10, eIF4E-4G inh -11, PGE2 EP2 inh -2, Tb hexokinase 1, L929 necroptosis -0.3, 14-3-3 Bad PPI -1 and EP2 modulator 17.
Cc1onc(-c2ccccc2)c1C(=O)/C=C/N(C)C was read as Calpain2 inh -11, Hck Nef HTS 12, Rad51 HR inh -6, eIF4E-4G inh 2, PGE2 EP2 inh 10, Tb hexokinase -42, L929 necroptosis 0.2, 14-3-3 Bad PPI -6 and EP2 modulator -19.

Among those listed so far, 3 contain a furan ring, fused or not.
For CCOC(=O)C1(CCOc2ccccc2)CCN(Cc2ccc(C)o2)CC1 the results were Calpain2 inh 17, Hck Nef HTS 7, Rad51 HR inh -31, eIF4E-4G inh 5, PGE2 EP2 inh 8, Tb hexokinase 3, L929 necroptosis -0.2, 14-3-3 Bad PPI -6 and EP2 modulator -29.
`Cc1csc(NC(=O)C2CC(=O)N(Cc3ccco3)C2)n1` (stereo not given) gave Calpain2 inh 8, Hck Nef HTS -3, Rad51 HR inh -8, eIF4E-4G inh 1, PGE2 EP2 inh 2, Tb hexokinase 9, L929 necroptosis 2.4, 14-3-3 Bad PPI -2 and EP2 modulator 2.
For CCCCc1ccc(-c2csc(/C(C#N)=C/c3ccc(C)o3)n2)cc1 the results were Calpain2 inh -18, Hck Nef HTS -1, Rad51 HR inh -4, eIF4E-4G inh 9, PGE2 EP2 inh 7, Tb hexokinase 2, L929 necroptosis -0.2, 14-3-3 Bad PPI -7 and EP2 modulator 5.

Compound activity deposited in PubChem BioAssay by several laboratories.
